# Source: PubChem (National Center for Advancing Translational Sciences (NCATS))
# HCMV antiviral: blocks human cytomegalovirus replication. AID 1259415. activity change, negative = inhibition, % at 57.5 µM. HFF cells, HCMV-luciferase reporter, 72 h; active compounds read low. 4.5% of 410,000 active; in the data active means activity change below about -60%; inconclusive means no clear call, values can overlap the other calls; inactive means above about -39%
#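 Luciferase read-out from HCMV-luciferase-infected HFFs (MOI 1 PFU/cell) 72 h post infection at 37C; compounds added after 16 h cell attachment; activity normalized between buffer-only basal and Salinomycin (10uM) inhibitor controls.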
# AMA1-RON2 inh: inhibitors of Plasmodium falciparum AMA1-RON2 interaction | AlphaScreen AMA1-biotinylated RON2 peptide binding | Potency, µM (highest dose often 58.2 µM), without a hit: at the top dose activity change, negative = inhibition, usual class: inhibitors | 0.2% of 360,000 active;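 further: potency means the concentration at half of the fitted maximal effect; 0% = vehicle wells and -100% = peptide control; nearly all actives have a fitted effect of over 45% in size; some results filed as inactive show a strong effect at the top dose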
#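 AMA1 (3D7) with his tag at 25 nM final met compounds first, then biotinylated RON2 peptide at 25 nM; detection used donor plus acceptor beads, 10 µg/mL apiece, read by AlphaScreen after 30 min at room temperature.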
# Sm TGR block: blocks Schistosoma mansoni thioredoxin glutathione reductase; purified TGR, DTNB reduction, TNB absorbance 405 nm; Potency, µM (top dose mostly 114 µM), for inactives: top-dose activity change, negative = inhibition, actives largely listed as inhibitors; 3% of 360,000 active; further: potency means the concentration at half of the fitted maximal effect; nearly all actives have a fitted effect of over 60% in size
#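 First, TGR (20 nM dispensed) and NADPH were mixed with compound. Second, a 15 min room-temperature incubation followed. Third, further NADPH and then DTNB were added to start the reaction. Finally, TNB absorbance was monitored kinetically.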
# AmpC inh detg: inhibitors of E. coli AmpC beta-lactamase with detergent. P00811. AmpC hydrolysis of nitrocefin, absorbance 480 nm, 0.01% Triton. Potency, µM (top dose mostly 114 µM), for the others: top-dose activity change, negative = inhibition, actives largely listed as inhibitors. 0.041% of 370,000 active;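 further: potency means the concentration at half of the fitted maximal effect; 0% = no-compound wells and -100% = no-enzyme wells; nearly all actives have a fitted effect of over 25% in size; some results filed as inactive show a strong effect at the top dose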
# Target sequence (P00811 whole entry, looked up): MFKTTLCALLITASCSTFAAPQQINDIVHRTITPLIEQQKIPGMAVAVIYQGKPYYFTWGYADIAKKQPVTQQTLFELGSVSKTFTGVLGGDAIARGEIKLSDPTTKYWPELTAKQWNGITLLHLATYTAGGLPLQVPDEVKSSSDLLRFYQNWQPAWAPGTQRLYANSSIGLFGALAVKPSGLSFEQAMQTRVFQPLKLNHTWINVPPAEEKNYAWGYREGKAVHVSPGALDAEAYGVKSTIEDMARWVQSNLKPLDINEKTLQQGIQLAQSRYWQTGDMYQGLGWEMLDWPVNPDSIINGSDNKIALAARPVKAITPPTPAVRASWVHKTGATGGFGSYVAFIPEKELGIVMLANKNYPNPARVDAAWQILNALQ
#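 20 mM phosphate pH 7.0 + 0.01% (detergent screen) or 0.0001% Triton X-100; 5.3 nM AmpC reagent; cpd preinc 15 min RT; nitrocefin (800 uM stock) to start; A480 q20 s × 4 min; Activity was normalised to no-enzyme and no-compound control wells.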
# AmpC no deterg: blocks E. coli AmpC beta-lactamase in detergent-free assay | 0.52% of 330,000 active | AmpC nitrocefin hydrolysis, absorbance 480 nm, 0.0001% Triton | Potency, µM (series often up to 57.1 µM), inactives show at the highest dose activity change, negative = inhibition, hits mostly inhibitors | P00811;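 further: potency means the concentration at half of the fitted maximal effect; plate controls were no compound for no effect and no enzyme for full effect; nearly all actives have a fitted effect of over 20% in size; some results filed as inactive show a strong effect at the top dose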
#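 AmpC (5.3 nM in the dispensed reagent) in 20 mM phosphate pH 7.0 with 0.01% (detergent screen) or 0.0001% Triton X-100 was preincubated with compounds for 15 min at room temperature. Nitrocefin was then added from an 800 uM solution, and hydrolysis was followed at 480 nm.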
# FBPA Giardia inh: inhibitors of Giardia lamblia fructose-1,6-bisphosphate aldolase; A8B2U2; purified Giardia FBPA; Potency, µM (series often up to 59.6 µM), inactives show at the top dose activity, negative = inhibition, usual class: inhibitors; 0.71% of 290,000 active; AID 2451; further: potency means the concentration at half of the fitted maximal effect; nearly all actives have a fitted effect of over 55% in size
# Target sequence (A8B2U2 whole entry, looked up): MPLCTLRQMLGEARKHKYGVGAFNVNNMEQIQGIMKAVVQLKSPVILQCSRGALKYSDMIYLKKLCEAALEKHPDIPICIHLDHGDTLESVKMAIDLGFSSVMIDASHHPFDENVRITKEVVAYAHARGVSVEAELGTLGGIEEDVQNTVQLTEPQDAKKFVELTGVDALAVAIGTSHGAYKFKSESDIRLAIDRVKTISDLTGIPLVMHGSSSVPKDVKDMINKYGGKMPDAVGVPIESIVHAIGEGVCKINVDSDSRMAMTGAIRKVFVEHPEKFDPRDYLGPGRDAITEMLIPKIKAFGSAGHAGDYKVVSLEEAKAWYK
#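 40 nM FBPA preincubated 10 min at RT with compound (up to 57.5 uM final), then substrate plus GAPDH/TPI/NAD/arsenate coupling and diaphorase/resazurin added. Fluorescence read after 20 min at RT, 525/598 nm.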
# * marks the source's active call; other numbers are inactive results; ? = inconclusive; . = no result given; & = joins results of further samples; [ ] = another dose, or the depositor's remark. Unless noted, the call rests on the fitted dose curve; in most records, active means well fitted curve in the direction sought with a large enough effect; inconclusive means small, poorly fitted or top-dose-only effect, or another doubt; inactive means no such curve, though single readings can be large; an effect the other way counts as inactive or inconclusive. Unless noted, on the % scale 0 is the no-effect control and ±100 the full control effect.
SMILES,HCMV antiviral,AMA1-RON2 inh,Sm TGR block,AmpC inh detg,AmpC no deterg,FBPA Giardia inh
Cc1ccc(C)c(Cn2c(=O)cc(C)c3c(C)nn(-c4cccc(F)c4)c32)c1,2,.,0%,3%,.,.
COCCN=C1Sc2nc3ccc(C)cc3cc2CN1Cc1ccco1,-10,58%[activator],-12%,-5%,85%[activator],-16%
CCOC(=O)CC(C#N)c1cn(C)c2ccccc12 (stereo unspecified),103,-12%,-5%,?,-15%,-14%
COc1ccccc1NC(=O)c1ccc(NS(=O)(=O)c2c(C)noc2C)cc1,-5,-9%,8%,-2%,-34%,0%
COC(=O)c1ccc(NC2(C#N)C(=O)Nc3ccccc32)cc1 (stereo unspecified),22,-4%,0%,-14%,-27%,0%
CC(C)(C)CC(=O)NC(=S)Nc1ccccc1C(F)(F)F,50,21%,-7%,-6%,-9%,-6%
C/C(=N\NC(=O)c1ccc(F)cc1)c1ccc(N2CCOCC2)cc1,-17,13%,-1%,2%,-29%,-11%
Cc1ccc(C(=O)O)cc1N1C(=O)c2cccc3cc(Br)cc(c23)C1=O,-29,0%,20%,-1%,-31%,15%
COc1ccc2c(c1)CCCN2C(N)=O,-20,3%,3%,?,-11%,-2%
O=C(CN1CCN(c2ccccc2F)CC1)c1ccc(O)cc1O,0,-4%,?,-7%,-21%,-6%
O=C(CSc1cccc[n+]1[O-])N1CCCCCC1,-3,15%,-5%,-6%,-14%,-1%
Cc1csc(NC(=O)C(F)(F)F)n1,36,22%,-12%,-11%,-10%,6%
COc1cc(NC(=O)c2cc([N+](=O)[O-])ccc2NC(=O)CNC2CCCCC2)cc(OC)c1,15,8%,5%,?,-32%,-4%
O=C(CSc1nc2[nH]c(=O)cc(O)c2s1)Nc1cccc(Br)c1,0,12%,5%,1%,-43%,.
Cc1cc(=O)oc2cc(OCC(=O)N3CCCC3)ccc12,0,4%,.,.,-12%,.
O=S(=O)(N/N=C/c1ccc2c(c1)OCCO2)c1ccccc1,-2,11%,-5%,-5%,-49%,-7%
COc1ccc(OC)c(/C=N/c2c(-c3ccc(O)c(OC)c3)nc3ccccn23)c1,28,-25%,0%,1%,-34%,-26%
COc1ccc(-c2nc(C#N)c(NCCCn3ccnc3)o2)cc1OC,121,-8%,1%,2%,-14%,3%
COCCCNC(=O)c1nn(-c2ccc(C)cc2)nc1CO,93,.,0%,-8%,.,.
S=C(c1ccc(-c2ccccc2Cl)o1)N1CCCCC1,70,?,-3%,?,-42%,-6%
CC1(C)CC2(C)OC(=N)C1(C#N)C2(C#N)C#N (stereo unspecified),26,-12%,13µM*,0%,5%,-5%
CCN(CC)c1ccc(NC(=O)c2cccc(C)c2OC)c(C)c1,21,-28%,9%,-7%,3%,-6%
C=CCC[C@H](Cc1ccc(F)cc1)C(=O)OC[C@H](Cc1c[nH]c2ccccc12)NC(=O)[C@H](CC=C)CC(=O)N(CCO)Cc1ccccc1,56,-9%,.,.,10%,.
Cc1ccccc1C(=O)Nn1cnnc1,-16,-2%,2%,-11%,-8%,-8%
O=C(CN1CCCN(Cc2ccccc2F)S1(=O)=O)Nc1ccc(F)c(Cl)c1,0,.,9%,-3%,.,.
# Other results:
SMILES,HCMV antiviral,AMA1-RON2 inh,Sm TGR block,AmpC inh detg,AmpC no deterg,FBPA Giardia inh
NC(=O)CSc1nc2cc([N+](=O)[O-])ccc2n1-c1cccc(C(F)(F)F)c1,-23,2%,2%,-8%,85%[activator],-2%
CC(C)n1ncc2c(C(=O)N3CCN(Cc4ccc(Cl)s4)CC3)cc(C3CC3)nc21,-13,0%[11.6 µM],-17%,2%,174%[activator],.
Cc1cc(C)c(C#N)c(Sc2nnnn2-c2ccccc2)n1,-28,-2%,5%,?,0.56µM*,-1%
CCC(C)[C@H](NC(=O)N1CCn2c1nc1ccccc12)C(=O)NCc1ccccc1 (stereo partly specified),-27,66%[activator],7%,3%,149%[activator],.
O=C(/C=C/c1cccnc1)c1cccc(O)c1,25,-21%,28µM*,-12%,-23%,-25%
CNS(=O)(=O)c1ccc(NC(=O)c2cnn3c(C(F)F)cc(-c4ccccc4)nc23)cc1,?,3%,2%&1%,1%&26%,-16%,0%
C=CCN1CCN(Cc2cnc(Cl)s2)CC1,-16,-3%,0%,-1%,-1%,-1%
COc1ccc(OC)c(NC(=O)NC2CCCc3ccccc32)c1 (stereo unspecified),1,0%,-16%,7%,-45%,3%
CCOC(=O)N1CCN(C(=O)C2CCN(C(=O)c3cc(OC)cc(OC)c3)CC2)CC1,-30,8%,24%,0%,-3%,8%
Cc1cc(C(=O)Nc2nc3c(C)cccc3s2)c(C)o1,52,-4%,0%,-6%,-26%,14%
Oc1ccc(-c2nc3c4c(ncn3n2)-c2ccccc2CC42CCCC2)cc1,-65*,-5%,0%,3%,-26%,-4%
c1ccc(OCCCN2CCCC2)cc1,-2,?,3%,7%,-19%,?
COc1ccc(-n2nc3c(c2NC(=O)CBr)CSC3)cc1,-13,2%,40µM*,-12%,70%[activator],26%
CN(C)CCNC(=O)/C(=N\O)c1ccccn1,-26,61%[activator],.,7%,2%,0%
CSCCC(N=C1NS(=O)(=O)c2ccccc21)C(=O)NCCc1ccccc1 (stereo unspecified),?,-4%,1%,-2%,-29%,.
OCC1(CCCc2ccccc2)CCN(C2CCSCC2)CC1,-30,6%,-10%,6%,22%,5%
CC(=O)Nc1ccc(S(=O)(=O)N[C@@H](C)C(=O)OCC(=O)c2ccc[nH]2)cc1,-20,0%,.,.,-9%,.
CCc1nnc(NC(=O)CSc2nnc(-c3cccnc3)n2CC)s1,-14,11%,6%,-18%,14%,1%
Cc1nnnn1/C(=C\c1ccccc1)C(=O)OCC(=O)Nc1cccc(S(=O)(=O)N(C)C)c1,-61*,-2%,?,4%,?,.
O=C(OCC(=O)N1CCc2ccccc21)c1ccc([N+](=O)[O-])o1,0,-2%,.,.,-15%,.
CCSc1nsc(NC(=O)Nc2ccccc2OC)n1,27,-1%,-12%,?,-32%,-13%
CC(C)n1nc(C(=O)Nc2ccccc2N2CCOCC2)c2ccccc2c1=O,?,12%,3%,-1%,-38%,21%
COc1ccc(CN(Cc2ccco2)c2cnc(S(C)(=O)=O)nc2C(=O)Nc2ccc(C)cc2C)cc1,-2,.,?,-3%,.,.
Oc1ccc(/C=N/N(Cc2ccccc2)c2ccccc2)c(O)c1O,-17,3%,?,-3%,18µM*,?
CC(=Nc1ccc(C)cc1C)c1sc2ccccc2c1O,-19,59%[activator],48%[activator],-6%,-31%,-5%
# (list continues)
SMILES,HCMV antiviral,AMA1-RON2 inh,Sm TGR block,AmpC inh detg,AmpC no deterg,FBPA Giardia inh
Cc1cccc(C(=O)NCC(=O)N2CCN(S(=O)(=O)c3cc(C)ccc3C)CC2)c1,-25,-12%,3%,-20%,?,.
CC1(C)CC(=O)C2=C(C1)N(Cc1ccco1)C(=O)NC2(C(F)(F)F)C(F)(F)F,?,-5%,3%,0%,-6%,1%
CC1=C(C(=O)Nc2cccc(C(=O)NC(C)C)c2)SCCO1,-25,1%,-8%,1%,6%,6%
c1ccc(-c2nc(-c3ccc(-c4ccon4)s3)no2)cc1,-15,-26%,-1%,2%,34%,0%
CN1C(=O)N(C)C(=O)C2(Cc3cc([N+](=O)[O-])ccc3N(C)C2)C1=O,-28,9%,4%,-1%,-9%,2%
COc1ccc(CNC(=O)C(=O)NCC(c2cccs2)S(=O)(=O)c2ccc(C)cc2)cc1 (stereo unspecified),-16,.,40µM*,3%,.,.
COC(=O)C1CCN(C(=O)c2ccc(NC(C)=O)cc2)CC1,5,11%,-9%,-10%,-24%,1%
O=C1CCC(C(=O)N2CCCCCC2)CN1CCc1ccc(Cl)cc1 (stereo unspecified),-1,-13%,1%,-13%,84%[activator],0%
COC(=O)c1ccccc1S(=O)(=O)N1CCC(C(=O)OCc2cccc(OC)c2OC)CC1,-26,11%,-4%,?,42%,.
CCOC(=O)c1ccc(-c2ccc(CO)o2)cc1,67,-9%,35µM*,?,-35%,8%
CCOC(=O)C(O)(c1ccc(N(CC)S(=O)(=O)c2ccccc2)cc1)C(F)(F)F (stereo unspecified),67,-21%,14%,-4%,-6%,-6%
Cc1ccc(-n2ncc(C(=O)NCCN3CCc4ccccc4C3)c2C2CCN(C(=O)OC(C)(C)C)CC2)cc1C,0,.,-1%,23%,.,.
CCOc1ccc2c(c1)-c1c(ssc1=S)C(C)(C)N2C,7,10µM*,-18%,-1%,-31%,-1%
O=C(O)CCC(=O)Nc1sc2c(c1C(=O)Nc1cccc3ccccc13)CCCCC2,35,-5%,-8%,?,-47%,-8%
CC(=O)NCCc1nc2ccccc2n1Cc1cc(C)ccc1C,-12,12%,5%,-11%,71%[activator],1%
CC1(C)CC(=O)C(Sc2ccccc2C(=O)O)=C(O)C1,40,-2%,-15%,-14%,-11%,3%

# In the list so far, eleven have fluorine:
SMILES,HCMV antiviral,AMA1-RON2 inh,Sm TGR block,AmpC inh detg,AmpC no deterg,FBPA Giardia inh
Cc1ccc(C)c(Cn2c(=O)cc(C)c3c(C)nn(-c4cccc(F)c4)c32)c1,2,.,0%,3%,.,.
CC(C)(C)CC(=O)NC(=S)Nc1ccccc1C(F)(F)F,50,21%,-7%,-6%,-9%,-6%
C/C(=N\NC(=O)c1ccc(F)cc1)c1ccc(N2CCOCC2)cc1,-17,13%,-1%,2%,-29%,-11%
O=C(CN1CCN(c2ccccc2F)CC1)c1ccc(O)cc1O,0,-4%,?,-7%,-21%,-6%
Cc1csc(NC(=O)C(F)(F)F)n1,36,22%,-12%,-11%,-10%,6%
C=CCC[C@H](Cc1ccc(F)cc1)C(=O)OC[C@H](Cc1c[nH]c2ccccc12)NC(=O)[C@H](CC=C)CC(=O)N(CCO)Cc1ccccc1,56,-9%,.,.,10%,.
O=C(CN1CCCN(Cc2ccccc2F)S1(=O)=O)Nc1ccc(F)c(Cl)c1,0,.,9%,-3%,.,.
NC(=O)CSc1nc2cc([N+](=O)[O-])ccc2n1-c1cccc(C(F)(F)F)c1,-23,2%,2%,-8%,85%[activator],-2%
CNS(=O)(=O)c1ccc(NC(=O)c2cnn3c(C(F)F)cc(-c4ccccc4)nc23)cc1,?,3%,2%&1%,1%&26%,-16%,0%
CC1(C)CC(=O)C2=C(C1)N(Cc1ccco1)C(=O)NC2(C(F)(F)F)C(F)(F)F,?,-5%,3%,0%,-6%,1%
CCOC(=O)C(O)(c1ccc(N(CC)S(=O)(=O)c2ccccc2)cc1)C(F)(F)F (stereo unspecified),67,-21%,14%,-4%,-6%,-6%
